NPC1 promoter act – activators of NPC1 promoter; Huh7 NPC1 promoter luciferase reporter, 24 h; AID 485313; Potency, µM (highest dose often 9.22 µM), for the others: at the top dose activation, actives largely listed as activators; 2.4% of 320,000 active;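 note: potency is the fitted concentration of half-maximal effect; % of control where 0% means no effect; nearly all actives have a fitted effect of over 60% in size; reporter is driven by a mutant NPC1 promoter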
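NPC1 promoter–luciferase Huh7 cells; 24 h compound; luminescence.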
Giardia killer – kills Giardia lamblia; Giardia lamblia trophozoite viability; activity change, % at 7.66 µM, hits read low; 0.15% of 340,000 active; in the data active = activity change below about -80%; inconclusive = between about -30% and that limit;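 note: parasites exposed to compound for two days anaerobically before the ATP read; % is set by controls: 0 for no effect and ±100 for the full control effect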
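Luminescence from cellular ATP indicates surviving trophozoites (100 cells/well) following 48 hrs anaerobic compound treatment at 37 deg C; signal develops 15-30 min at room temperature.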
uPA surface inh – cell surface uPA generation inhibition; 0.31% of 330,000 active; Potency, µM (titrated, usually from 38.3 µM), without a hit: at the top dose activity change, negative = inhibition, most hits filed as inhibitors; cell surface uPA generation assay, qHTS; active = well fitted inhibition curve with a large enough effect; inconclusive = small, poorly fitted or top-dose-only effect; inactive = no such curve, though single readings can be large or run the other way; tested in mouse RAW 264.7 cells; note: potency is the fitted concentration of half-maximal effect; % is set by controls: 0 for no effect and ±100 for the full control effect; nearly all actives have a fitted effect of over 55% in size
ELG1 genotox – genotoxicity induction in ELG1-luciferase HEK293T cells. HEK293T ELG1-luciferase reporter, luminescence, 16 h. Potency, µM (top dose mostly 46 µM), for the others: at the top dose activity change, positive = activation, hits mostly activators. 1.3% of 330,000 active. AID 504466; note: potency is the fitted concentration of half-maximal effect; % of control where 0% means no effect; nearly all actives have a fitted effect of over 60% in size
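HEK293T cells expressing luciferase-tagged ELG1 were exposed to compound or DMSO vehicle for 16 hr at 37 °C and 5% CO2. Luciferase activity was then measured with ONE-Glo after 30 min at room temperature.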
VP16 counter – Gal4-VP16 reporter inhibition counter-screen. Drosophila S2 Gal4-VP16 UAS-luciferase, luminescence, 20 h. Potency, µM (doses to about 53.6 µM), without a hit: at the top dose activity, negative = inhibition, actives largely listed as inhibitors. 3.5% of 310,000 active. AID 2546;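 note: Gal4-VP16 expression switched on by copper sulfate through the metallothionein promoter; potency is the fitted concentration of half-maximal effect; % is set by controls: 0 for no effect and ±100 for the full control effect; nearly all actives have a fitted effect of over 50% in size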
KCNH2 3.1 inh – KCNH2 3.1 (human) potassium channel inhibition; U2OS KCNH2 3.1, thallium flux FluxOr; active compounds read low; activity change, % (tested at about 1.8 µM); 0.95% of 340,000 active; AID 720553;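 active = maximum activity change below -70%; inconclusive = maximum activity change from -70% to -50%; inactive = maximum activity change above -50%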;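 note: thallium influx rate constant from kinetic fluorescence after stimulation buffer; % is set by controls: 0 for no effect and ±100 for the full control effect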
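Virally transduced U2OS (3.1 isoform, 4 h infection in dark at RT) → overnight 37 C → FluxOr + Red40 in HBSS/HEPES, 45 min → stimulation buffer, 2 min kinetic read → rate constant vs DMSO controls.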
Rab9 promoter act – activators of Rab9 promoter; Huh7 Rab9 promoter-luciferase reporter, luminescence, 24 h; 2.8% of 320,000 active; Potency, µM (doses to about 9.22 µM), inactives show top-dose activation, negative = inhibition, actives largely listed as activators; note: potency is the fitted concentration of half-maximal effect; % of control where 0% means no effect; nearly all actives have a fitted effect of over 60% in size
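Cells were plated at 1500 per well in reduced-serum medium with 10% FBS and left 2 h. Compound in DMSO was then added for 24 h at 37 °C. Reporter signal was read by luminescence after 10 min with luciferase detection reagent.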
FBPA coupling cs – coupling enzyme interference in Giardia aldolase counter-screen | activity change, negative = inhibition, % at 58.2 µM, hits read low | 0.67% of 290,000 active | coupling enzyme system counterscreen, AmpLite Red fluorescence; in the data active = activity change below about -30%; note: % is set by controls: 0 for no effect and ±100 for the full control effect
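Counterscreen lacking aldolase: glyceraldehyde-3-phosphate coupling-enzyme reagent preincubated 10 min at RT with compound (at 57.5 uM final), then substrate/coupling system with AmpLite Red added; fluorescence read at 525/598 nm after 20 min RT.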
Tb PFK inh – T. brucei PFK enzyme inhibition; T. brucei PFK, ADP-Glo luminescence; Potency, µM (series often up to 57.5 µM), inactives show at the highest dose activity, negative = inhibition, usual class: inhibitors; 0.17% of 330,000 active;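 note: potency is the fitted concentration of half-maximal effect; 0% = uninhibited 1x PFK enzyme wells and -100% = no-enzyme wells; nearly all actives have a fitted effect of over 60% in size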
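PFK 1.25 nM, F6P 0.5 mM, ATP 0.1 mM, 0.1 M TEA pH 8.0, 5 mM MgCl2, 0.01% Tween20, 0.1% BSA; 45 min RT. ADP-Glo readout. qHTS titration up to 57 uM; curves fitted, compounds curve-classed.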
FLuc counter – firefly luciferase modulation, counter-screen for miR-21 project | P08659 | purified FLuc, Km substrates, luminescence inhibition | Potency, µM (doses to about 57.5 µM), without a hit: top-dose activity change, negative = inhibition, hits mostly inhibitors | AID 588342 | 6.9% of 360,000 active;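 note: potency is the fitted concentration of half-maximal effect; plate controls were vehicle for no effect and reference inhibitor for full effect; nearly all actives have a fitted effect of over 55% in size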
Target sequence (P08659 whole entry, looked up): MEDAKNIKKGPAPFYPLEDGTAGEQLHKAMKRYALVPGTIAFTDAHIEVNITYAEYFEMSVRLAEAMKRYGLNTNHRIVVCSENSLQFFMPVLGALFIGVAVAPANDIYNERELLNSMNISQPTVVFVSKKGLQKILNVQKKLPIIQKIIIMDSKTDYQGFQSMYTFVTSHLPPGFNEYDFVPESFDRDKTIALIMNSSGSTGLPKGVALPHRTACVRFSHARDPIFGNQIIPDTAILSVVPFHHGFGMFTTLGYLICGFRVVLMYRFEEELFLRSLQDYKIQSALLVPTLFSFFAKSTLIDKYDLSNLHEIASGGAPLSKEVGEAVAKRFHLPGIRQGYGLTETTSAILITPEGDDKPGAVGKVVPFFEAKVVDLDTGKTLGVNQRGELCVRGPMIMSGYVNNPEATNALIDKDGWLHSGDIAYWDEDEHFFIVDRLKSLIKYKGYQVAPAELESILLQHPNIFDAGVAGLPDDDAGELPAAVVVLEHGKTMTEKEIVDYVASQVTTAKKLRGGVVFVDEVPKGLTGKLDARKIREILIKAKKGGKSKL
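Biochemical qHTS of compounds, final roughly 60 µM downward over six points, against 10 nM purified firefly luciferase using Km concentrations of substrates (10 uM D-luciferin, 10 uM ATP) in Tris acetate pH 7.5 buffer; luminescence output.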
RORgamma inh – ROR gamma (mouse) transcription inhibition. P51450. Drosophila S2 Gal4-RORgamma UAS-luciferase reporter, 20 h. Potency, µM (series often up to 53.6 µM), for inactives: top-dose activity change, negative = inhibition, usual class: inhibitors. 5.4% of 310,000 active. AID 2551; note: potency is the fitted concentration of half-maximal effect; % is set by controls: 0 for no effect and ±100 for the full control effect; nearly all actives have a fitted effect of over 60% in size
Target sequence (P51450 whole entry, looked up, the tested form may be a part): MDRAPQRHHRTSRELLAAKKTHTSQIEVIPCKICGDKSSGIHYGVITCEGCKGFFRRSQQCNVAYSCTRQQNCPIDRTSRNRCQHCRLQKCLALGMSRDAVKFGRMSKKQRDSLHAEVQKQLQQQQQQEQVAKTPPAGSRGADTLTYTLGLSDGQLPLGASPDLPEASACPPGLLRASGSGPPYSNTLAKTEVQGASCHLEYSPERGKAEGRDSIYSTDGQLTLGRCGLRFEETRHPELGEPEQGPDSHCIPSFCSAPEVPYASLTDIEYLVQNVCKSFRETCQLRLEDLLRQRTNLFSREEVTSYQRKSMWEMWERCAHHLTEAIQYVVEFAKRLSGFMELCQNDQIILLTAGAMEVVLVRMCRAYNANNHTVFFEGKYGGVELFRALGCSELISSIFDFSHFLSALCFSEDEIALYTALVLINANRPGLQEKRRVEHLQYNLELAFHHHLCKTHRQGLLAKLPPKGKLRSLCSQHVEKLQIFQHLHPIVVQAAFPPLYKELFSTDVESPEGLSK
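Luminescence from a UAS-regulated Photinus luciferase reporter in stably transfected Drosophila Schneider cells is measured; decreased signal marks ROR gamma inhibition. Fusion expression is induced by 700 uM copper sulfate for 20 hr.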
Active calls of the source: *; ? = inconclusive; nt = not tested or not shown; [ ] = remark or other dose. Unless noted, calls come from the whole dose curve; as a rule, active = well fitted curve in the direction sought with a large enough effect; inconclusive = small, poorly fitted or top-dose-only effect, or another doubt; inactive = no such curve, though single readings can be large; an effect the other way counts as inactive or inconclusive.

SMILES	NPC1 promoter act	Giardia killer	uPA surface inh	ELG1 genotox	VP16 counter	KCNH2 3.1 inh	Rab9 promoter act	FBPA coupling cs	Tb PFK inh	FLuc counter	RORgamma inh
COC(=O)c1sccc1NC(=O)CSc1ccccc1N	0%	8	10%	9%	-3%	-4	2%	-3	-1%	-6%	-1%
Cc1cc(C(C)(C)C)ccc1NC(=O)CC(C)(C)CC(=O)O	21%	-13	4%	16%	-5%	-15	19%	1	-16%	?	-11%
COc1cccc(/C=N/c2oc(-c3ccccc3)cc2C#N)c1O	-2%	7	-7%	-5%	?	7	15%	-2	-15%	?	?
O=C1/C(=C/c2cccs2)CCC1C1CCCC1 (centres undefined)	25%	5	-2%	?	6%	-11	25%	2	-1%	3.4µM*	4%
CC[N+](CC)(CC)C/C=C/CN1CCCCC1	1%	-23	1%	0%	-5%	-12	-2%	3	4%	13%	-7%
c1ccc(C(c2ccccc2)N2CCN(C(c3ccccn3)c3nnnn3C3CCCC3)CC2)cc1 (centres undefined)	-5%	17	1%	2%	4%	3	-12%	1	5%	1%	2%
CCO/C=C1/C(=O)N(CC)c2ccccc21	2%	21	-3%	-1%	-1%	-25	5%	2	10%	5%	-11%
COc1cccc(Nc2ncccc2C(=O)NCc2ccccc2)c1	-5%	6	1%	-1%	nt	1	0%	-3	17%	-18%	-8%[0.365 µM]
COc1ccc(S(=O)(=O)NCC2CCCN(C(=O)C3CCCC3)C2)cc1 (centres undefined)	-3%	-16	0%	-6%	6%	5	-4%	6	-2%	0%	12%
COc1ccc(N2CCn3c2nc2c3c(=O)n(CCN3CCOCC3)c(=O)n2C)cc1	0%	nt	nt	-2%	-13%	nt	10%	1	0%	0%	15%

Only ELG1 genotox, Tb PFK inh and Rab9 promoter act (5 entries from above):
Compound,ELG1 genotox,Tb PFK inh,Rab9 promoter act
CC[N+](CC)(CC)C/C=C/CN1CCCCC1,0%,4%,-2%
c1ccc(C(c2ccccc2)N2CCN(C(c3ccccn3)c3nnnn3C3CCCC3)CC2)cc1 (centres undefined),2%,5%,-12%
CCO/C=C1/C(=O)N(CC)c2ccccc21,-1%,10%,5%
COc1cccc(Nc2ncccc2C(=O)NCc2ccccc2)c1,-1%,17%,0%
COc1ccc(S(=O)(=O)NCC2CCCN(C(=O)C3CCCC3)C2)cc1 (centres undefined),-6%,-2%,-4%

Structural class: the entries above containing four or more nitrogen atoms.
SMILES	NPC1 promoter act	Giardia killer	uPA surface inh	ELG1 genotox	VP16 counter	KCNH2 3.1 inh	Rab9 promoter act	FBPA coupling cs	Tb PFK inh	FLuc counter	RORgamma inh
c1ccc(C(c2ccccc2)N2CCN(C(c3ccccn3)c3nnnn3C3CCCC3)CC2)cc1 (centres undefined)	-5%	17	1%	2%	4%	3	-12%	1	5%	1%	2%
COc1ccc(N2CCn3c2nc2c3c(=O)n(CCN3CCOCC3)c(=O)n2C)cc1	0%	nt	nt	-2%	-13%	nt	10%	1	0%	0%	15%

Additional structures follow:
SMILES	NPC1 promoter act	Giardia killer	uPA surface inh	ELG1 genotox	VP16 counter	KCNH2 3.1 inh	Rab9 promoter act	FBPA coupling cs	Tb PFK inh	FLuc counter	RORgamma inh
COC(=O)Nc1ccc(S(=O)(=O)Nc2ccccc2F)cc1	-2%	-4	-4%	-1%	8%	23	-2%	-2	11%	10%	36%
COC(=O)c1cc(-c2ccc(S(=O)(=O)N3CCCC(C)C3)cc2)c(C(F)(F)F)s1 (centres undefined)	-5%	?	7%	1%	0%	16	-4%	1	0%	0%	43%
CN(C(=S)Oc1ccc(C(=O)Nc2ccccc2)cc1)c1ccccc1	-3%	-12	-8%	0%	?	-20	-10%	1	5%	-12%	15%
CN(Cc1ccco1)S(=O)(=O)c1ccc(CN2C(=O)c3cccnc3C2=O)s1	-3%	-12	6%	4%	2%	-15	-3%	4	3%	0%	-17%
COc1ccccc1N=Cc1nc(-c2ccccc2)oc1OC(C)=O	-1%	-7	-4%	4%	?	-11	-4%	-7	-4%	-4%	?
O=C(Nc1ccc(F)cc1)c1ccc(NC(=O)C2CCCO2)cc1 (centres undefined)	26%	1	0%	10%	-11%	1	?	1	0%	?	-13%
Cc1ccccc1NC(=O)CN1CCC(NC(=O)Nc2ccccc2)CC1	0%	13	9%	1%	1%	-14	-3%	2	0%	-3%	27%
CCOC(=O)/C(C#N)=C/c1c(N2CCN(C)CC2)nc2c(C)cccn2c1=O	0%	14	-1%	-1%	-9%	-2	0%	-2	-10%	0%	-14%
Cc1ccc(S(=O)(=O)Nc2cccc(-c3ccc(N4CCCCCC4)nn3)c2)c(C)c1	?	-2	-15%	?	-7%	-26	?	nt	-8%	11µM*	27%
Cc1cccc(NS(=O)(=O)c2ccc(-c3cnc(C4CC4)o3)cc2)c1	-25%	23	?	-2%	-29%	-10	-21%	nt	-7%	2%	?

Record cards, as listed above. Values in the order: NPC1 promoter act | Giardia killer | uPA surface inh | ELG1 genotox | VP16 counter | KCNH2 3.1 inh | Rab9 promoter act | FBPA coupling cs | Tb PFK inh | FLuc counter | RORgamma inh
Profile of COC(=O)Nc1ccc(S(=O)(=O)Nc2ccccc2F)cc1 → -2% | -4 | -4% | -1% | 8% | 23 | -2% | -2 | 11% | 10% | 36%
Profile of CN(Cc1ccco1)S(=O)(=O)c1ccc(CN2C(=O)c3cccnc3C2=O)s1 → -3% | -12 | 6% | 4% | 2% | -15 | -3% | 4 | 3% | 0% | -17%
Profile of Cc1ccccc1NC(=O)CN1CCC(NC(=O)Nc2ccccc2)CC1 → 0% | 13 | 9% | 1% | 1% | -14 | -3% | 2 | 0% | -3% | 27%
Profile of COC(=O)c1sccc1NC(=O)CSc1ccccc1N → 0% | 8 | 10% | 9% | -3% | -4 | 2% | -3 | -1% | -6% | -1%

(further entries)
SMILES	NPC1 promoter act	Giardia killer	uPA surface inh	ELG1 genotox	VP16 counter	KCNH2 3.1 inh	Rab9 promoter act	FBPA coupling cs	Tb PFK inh	FLuc counter	RORgamma inh
Cc1cc(C)n(-c2nc3nonc3nc2Nc2cccc(C)c2C)n1	1%	-3	4%	-1%	2%	19	4%	1	0%	1%	-1%
O=c1c2ccccc2nnn1CSc1nnc(-c2ccco2)o1	10%	5	-8%	3%	?	12	19%	5	0%	-14%	33%
COCCOC(=O)C1=C(C)OC(N)=C(C#N)C1c1ccco1 (centres undefined)	3%	-8	4%	1%	-5%	-15	2%	0	0%	1%	2%
Cc1ccc(S(=O)(=O)N2c3ccccc3OCC2C(C)(C)C)cc1 (centres undefined)	4%	-1	-2%	-1%	-29%	-7	0%	0	-1%	-1%	?
O=C(COc1ccc2ccccc2c1)N1CCN(c2ccccc2O)CC1	1%	3	7%	0%	-7%	-23	1%	-6	3%	-19%	26%
COc1cc(/C=C2\SC(=S)N(Nc3ccccc3)C2=O)cc(OC)c1OC	1%	-3	0%	0%	-3%	7	3%	1	-1%	-10%	20%
C[C@H](CO)N1C[C@H](C)[C@@H](CN(C)C(=O)NC2CCCCC2)Oc2c(NC(=O)C3CC3)cccc2C1=O	nt	-19	2%	2%	nt	26	nt	nt	1%	nt	nt
Cc1ccc(C(=O)NC(O)C(Cl)Cl)cc1 (centres undefined)	-3%	11	-2%	9%	0%	-27	-4%	1	-3%	-1%	12%
CCCCCCCCC(=O)N/N=C/c1ccccn1	1%	11	-6%	-1%	-8%	-18	-2%	6	1%	3%	-88%
CCOC(=O)C1(CCCc2ccccc2)CCN(C(=O)Cn2nc(C)nc2C)CC1	-3%	-11	2%	-3%	-4%	8	-1%	1	2%	-2%	29%
Cc1nc(NC(=O)/C=C/c2ccccc2)sc1C(=O)NCCO	5%	-9	nt	0%	16%	1	12%	1	5%	?	5%
CCC(C)NS(=O)(=O)c1ccc(OC)c(Cl)c1Cl (centres undefined)	1%	17	-2%	2%	-2%	30	0%	7	5%	12%	3%
CCN1CCN(C(C)CCc2ccccc2)CC1 (centres undefined)	-2%	11	-3%	0%	3%	-2	-3%	1	1%	-1%	-6%
CCN(CCO)Cc1cc(=O)oc2c(C)c(C)ccc12	-2%	10	2%	1%	4%	-8	5%	2	0%	0%	-16%
Cc1ccc2c(CC(=O)NCc3cccs3)coc2c1	8%	17	?	6%	9%	-3	23%	9	-2%	?	?
CC(C)C[C@@H]1CN=C(N)N1C[C@@H]1CCCN1C[C@H](C)N1C[C@@H](Cc2ccccc2)N(CCCC2CCCC2)C1=N	nt	4	6%	2%	nt	-6	nt	nt	7%	nt	nt
Cc1cc2c(cc1S(=O)(=O)NCCc1ccccc1)NC(=O)CO2	1%	19	3%	-9%	nt	-2	-1%	nt	1%	2%	nt
CCOC(=O)C1(Cc2ccccc2)CCN(CC2CC=CCC2)CC1 (centres undefined)	-7%	6	-5%	-2%	-12%	-1	-4%	1	1%	1%	-1%
Cc1cc(=O)oc2c(C)c3occc3cc12	2%	-4	-8%	-4%	2%	-19	-2%	0	-2%	-18%	3%[1.91 µM]
Cc1nc(CN2CCN(C(=O)NC3(c4ccccc4)CC3)CC2)cs1	-1%	-17	11%	2%	2%	11	1%	-1	-2%	-1%	3%
